INS-1E GSIS act: GLuc luminescence reporter in INS-1E cells, primary screen for activators of glucose-dependent secretion of insulin. INS-1E GLuc reporter insulin secretion, 2-3 h. activation, % at 16.6 µM. 370,000 compounds, 0.61% hits. AID 743287;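 active = lowest replicate activation of at least 40%, so every replicate reaches that level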;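 note: 0% = median of neutral control wells and 100% = median of IBMX positive control wells; some compounds called inactive have numbers as strong as hits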
RAD52 inh: inhibitors of human RAD52 DNA annealing; 360,000 compounds, 0.46% hits; recombinant RAD52 DNA annealing, FRET fluorescence; inhibition, % at 18.7 µM;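 active = every replicate showing at least 50% inhibition; inconclusive = mean inhibition at least 50% but not in every replicate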
RAD54 branch: RAD54 (human) branch migration inhibition. RAD54 Holliday junction branch migration, FAM/BHQ fluorescence. Q92698. 360,000 compounds, 0.14% hits. inhibition, % at 10.4 µM;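 active = mean normalized replicate activity at least 40 and at least half of replicates scoring 40 or more; inconclusive = only one of the two criteria met; inactive = mean below 40 and under half of replicates reaching 40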;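 note: 0% = median of neutral control wells and 100% = median of positive control wells; inhibitors cause a drop in the FAM fluorescence signal; in these data hits start at about 50%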
Target sequence (Q92698 whole entry, looked up): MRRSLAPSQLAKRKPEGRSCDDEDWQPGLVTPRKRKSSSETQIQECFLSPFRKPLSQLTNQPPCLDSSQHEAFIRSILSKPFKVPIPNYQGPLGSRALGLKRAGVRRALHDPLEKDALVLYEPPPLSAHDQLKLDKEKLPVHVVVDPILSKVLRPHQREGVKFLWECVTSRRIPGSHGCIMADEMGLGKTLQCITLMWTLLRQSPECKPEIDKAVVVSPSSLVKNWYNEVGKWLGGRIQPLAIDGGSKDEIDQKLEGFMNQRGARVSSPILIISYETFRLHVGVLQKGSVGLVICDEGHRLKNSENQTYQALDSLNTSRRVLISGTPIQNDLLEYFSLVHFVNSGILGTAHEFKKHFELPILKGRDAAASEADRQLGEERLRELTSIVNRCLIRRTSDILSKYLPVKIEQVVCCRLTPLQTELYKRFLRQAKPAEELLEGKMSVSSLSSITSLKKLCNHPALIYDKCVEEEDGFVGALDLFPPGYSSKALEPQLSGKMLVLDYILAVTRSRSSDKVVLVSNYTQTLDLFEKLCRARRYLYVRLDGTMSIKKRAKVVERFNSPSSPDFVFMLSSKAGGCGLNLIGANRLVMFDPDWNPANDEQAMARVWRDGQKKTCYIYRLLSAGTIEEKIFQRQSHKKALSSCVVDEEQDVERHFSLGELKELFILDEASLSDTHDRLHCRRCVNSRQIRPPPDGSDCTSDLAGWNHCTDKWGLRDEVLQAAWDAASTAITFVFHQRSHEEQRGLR
CFTR F508del cor: CFTR F508del correction in bronchial cells | CFBE cells, YFP halide quenching; stimulated with forskolin plus potentiator P3; % fluorescence drop versus neutral controls | activity (quench increase), % at 7.58 µM | 350,000 compounds, 0.36% hits | AID 720511;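 active = mean added fluorescence quench of at least 8% versus neutral control, with both replicates also reaching 8%; inconclusive = only one of the mean or replicate conditions met; inactive = mean below 8% and not both replicates reaching 8%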;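 note: cells transiently co-express mutant CFTR-F508del with the halide-sensitive YFP; corrector assay measuring rescue of mutant channel to the surface after 24 h compound exposure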
CASP6 VEID inh: inhibitors of human caspase-6; purified caspase-6, Z-VEID-R110 cleavage fluorescence; inhibition, % at 12.5 µM; 350,000 compounds, 0.53% hits; AID 686996;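 active = mean inhibition across replicates at least about 35%, with every replicate also reaching that limit, limit read from the data; inconclusive = only one of the two criteria met; inactive = neither criterion met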;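 note: 0% = median of neutral control wells and 100% = no fluorescence left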
Target sequence (P55212 24-179 limits assumed): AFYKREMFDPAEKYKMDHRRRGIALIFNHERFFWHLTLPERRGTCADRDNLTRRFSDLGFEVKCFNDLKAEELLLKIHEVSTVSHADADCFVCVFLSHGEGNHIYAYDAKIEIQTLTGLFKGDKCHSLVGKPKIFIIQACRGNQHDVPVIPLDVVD
Target sequence (P55212 194-293 limits assumed): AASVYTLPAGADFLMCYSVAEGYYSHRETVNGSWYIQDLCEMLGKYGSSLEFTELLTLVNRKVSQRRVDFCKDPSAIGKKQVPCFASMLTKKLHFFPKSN
XiGFP reactiv: X-chromosome reactivation activator | XiGFP mouse fibroblasts, % GFP-positive cells imaging, 3 d; cells co-treated with 5-aza-dC sensitizer; scaled so ellipticine positive control = 100% | activation, % at 7.58 µM | 360,000 compounds, 0.055% hits;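 active = mean normalized replicate activation at least 10% and every replicate at or above 10%; inconclusive = only one of the two criteria met; inactive = mean below 10% and not all replicates reach 10%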;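 note: 0% = median of on-plate neutral control wells and 100% = ellipticine 6 µM median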
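System: 68-5-11 XiGFP fibroblast line | Buffer or medium: DMEM containing 5-aza-dC | Compound: Single point | Times: Compounds 3 days, fix/stain 15 min at room temperature | Benchmarks: Positive control ellipticine, 6 µM final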
DENV2 CPE: inhibitors of DENV2 cytopathic effect | DENV2-infected cells, cytopathic effect rescue, plate reader | CPE inhibition, % at 9.99 µM | 350,000 compounds, 1.7% hits | AID 651640; in the data active = CPE inhibition above about 20%, passing the limit was not always enough; inconclusive = no clear call, values can overlap the other calls; tested in BHK-21 cells;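 note: 0% = median of neutral control wells and 100% = median of positive control wells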
E-selectin induc: E-selectin induction on HUVECs; P16581; HUVEC E-selectin immunofluorescence imaging; normalized: neutral wells 0, TNF-alpha wells 100; activation, % at 7.58 µM; 260,000 compounds, 0.37% hits;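 active = mean E-selectin-positive cell signal at least 10% of the positive control, reached in at least 60% of replicates, without over 20% cell loss; inconclusive = no rule given, readout overlaps actives, possibly toxicity-flagged; inactive = the rest, including those meeting only one limit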;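 note: in these data hits start at about 27%; measured in HUVEC primary endothelial cells; signal is the percent of cells scored E-selectin positive by PE staining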
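Test system – human umbilical vein endothelial cells (HUVEC), E-selectin induction · Input – 3,000 HUVEC seeded per well · Buffer or medium – EGM-2, gelatin · Compound dosing – single-point compound dose · Detection – immunofluorescence imaging · Measure – percent E-selectin-positive cells · Controls – TNF-alpha high, DMSO low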
* hit, by the source's call; ? = inconclusive; / = no result given; & = joins results of further samples.

Sample of the layout:
SMILES | INS-1E GSIS act | RAD52 inh | RAD54 branch | CFTR F508del cor | CASP6 VEID inh | XiGFP reactiv | DENV2 CPE | E-selectin induc
O=C(O)CCCC(=O)N1CCCC1 | -11 | -26 | / | 0.2 | -1 | 0.0 | -4 | /
CCS(=O)(=O)Nc1ccc2c(c1)C(=O)N(C)C[C@H](OC)[C@H](C)CN(Cc1ccccn1)[C@@H](C)CO2 | 9 | 1 | -15 | 0.3 | 0 | 0.1 | 6 | 0.0
O=S(=O)(c1ccc(S(=O)(=O)N2CCC3(CC2)OCCO3)cc1)N1CCCC1 | 27 | -12 | 11 | 1.7 | -3 | 0.1 | -3 | /
Cc1cc2c(cc(C(=O)OC(C(=O)NCc3ccco3)C(C)C)n2C)o1 (configuration not stated) | -6 | 3 | -3 | 5.3 | 4 | / | 0 | /

All compounds of this part, from the start:
SMILES | INS-1E GSIS act | RAD52 inh | RAD54 branch | CFTR F508del cor | CASP6 VEID inh | XiGFP reactiv | DENV2 CPE | E-selectin induc
O=C(O)CCCC(=O)N1CCCC1 | -11 | -26 | / | 0.2 | -1 | 0.0 | -4 | /
CCS(=O)(=O)Nc1ccc2c(c1)C(=O)N(C)C[C@H](OC)[C@H](C)CN(Cc1ccccn1)[C@@H](C)CO2 | 9 | 1 | -15 | 0.3 | 0 | 0.1 | 6 | 0.0
O=S(=O)(c1ccc(S(=O)(=O)N2CCC3(CC2)OCCO3)cc1)N1CCCC1 | 27 | -12 | 11 | 1.7 | -3 | 0.1 | -3 | /
Cc1cc2c(cc(C(=O)OC(C(=O)NCc3ccco3)C(C)C)n2C)o1 (configuration not stated) | -6 | 3 | -3 | 5.3 | 4 | / | 0 | /
CN(Cc1ccccc1)C(=O)c1ccc2sc([C@H]3C[C@H](O)[C@@H](CO)O3)nc2c1 | -9 | -7 | 17 | 2.6 | 2 | 0.1 | 2 | 0.0
COc1ccc(NC(=O)N2CCCCN3[C@H](C2)[C@@H](c2ccc(C#CCC(C)C)cc2)[C@@H]3CO)cc1 | -23 | -7 | -3 | -1.8 | 4 | 0.3 | -26 | -0.4
CCn1c(SCC(=O)Nc2cc(C)ccc2C)nc2c(c1=O)SC(C)C2 (configuration not stated) | 2 | -12 | 2 | 0.9 | 1 | -0.1 | 1 | 0.4
CN(C)c1ccc(/C=N/NC(=O)c2cccc(C(=O)N/N=C/c3ccc(N(C)C)cc3)n2)cc1 | -1 | -3 | / | 1.1 | -1 | 0.0 | 12 | /
Cc1ccc(NC(=O)C(=O)NCC2CCCO2)cc1C (configuration not stated) | 5 | 6 | / | 0.5 | 0 | -0.1 | -2 | 1.2
COC(=O)c1sc2nc3c(cc2c1N)CCCC3 | 3 | -6 | / | -1.4 | 2 | 0.1 | -5 | 0.9
COc1ccc(S(=O)(=O)Nc2ccc3c(c2)C(=O)N([C@@H](C)CO)C[C@H](C)[C@@H](CN(C)C(=O)CCCN(C)C)OCCCC[C@H](C)O3)cc1 | 15 | 20 | -6 | 0.9 | -22 | 0.3 | -4 | -0.1
COc1cccc(CN2CC3(C2)CN(S(C)(=O)=O)[C@H](CO)c2[nH]c4cc(OC)ccc4c23)c1 | -10 | 8 | / | 0.9 | 1 | 0.0 | -6 | 0.0

Laid out differently: entries from further up.
Each structure is followed by: INS-1E GSIS act | RAD52 inh | RAD54 branch | CFTR F508del cor | CASP6 VEID inh | XiGFP reactiv | DENV2 CPE | E-selectin induc
- Cc1ccc(NC(=O)C(=O)NCC2CCCO2)cc1C (configuration not stated)
    5 | 6 | / | 0.5 | 0 | -0.1 | -2 | 1.2
- COC(=O)c1sc2nc3c(cc2c1N)CCCC3
    3 | -6 | / | -1.4 | 2 | 0.1 | -5 | 0.9

Next section:
SMILES | INS-1E GSIS act | RAD52 inh | RAD54 branch | CFTR F508del cor | CASP6 VEID inh | XiGFP reactiv | DENV2 CPE | E-selectin induc
O=C(C[C@H]1CC[C@@H](NS(=O)(=O)c2ccc(F)cc2)[C@@H](CO)O1)N1CCc2ccccc2C1 | 9 | 2 | 7 | 1.6 | -1 | 0.2 | -6 | -0.3
CC(=O)N(C)C[C@H]1Oc2ncc(Br)cc2C(=O)N([C@H](C)CO)C[C@@H]1C | -2&-5 | 8&-5 | -3&5 | -0.1&-1.2 | -1&5 | -0.1&-0.6 | ? | 0.4&-0.3
C=CCn1c(SCCN2CCCC2)nc2c([nH]c3ccccc32)c1=O | 9 | -11 | / | -0.7 | -1 | 0.2 | 4 | /
Fc1ccc(Br)cc1SCCc1ccncc1 | -15 | 2 | 2 | -0.9 | -4 | 0.7 | 4 | 0.1
O=C(COC(=O)c1cc(=O)[nH]c2ccccc12)Nc1ccc(Cl)c(S(=O)(=O)N2CCOCC2)c1 | -6 | -23 | 0 | 0.6 | 1 | -0.1 | -4 | -0.1
C=CCc1cccc2cc(C(=O)Nc3ccc(NC(C)=O)cc3)c(=O)oc12 | 7 | -2 | 5 | 0.1 | -5 | / | -4 | 0.4
CN1C(=O)c2cc(NS(=O)(=O)c3ccccc3F)ccc2OC[C@@H]2O[C@H](CC(=O)NC3Cc4ccccc4C3)CC[C@H]21 | -13 | 13 | -8 | / | 0 | 0.0 | 1 | 0.3
Cc1nc2ccc(NC(=O)c3ccco3)cc2s1 | 4 | 1 | / | 0.9 | -1 | 0.0 | -6 | /
N#Cc1ccsc1NC(=O)COC(=O)c1ccc(Br)o1 | 5 | -33 | -2 | 0.0 | 1 | 0.2 | -4 | /
O=C(NC(=S)Nn1cnnc1)c1ccccc1Cl | -11 | -14 | / | 2.6 | 0 | 0.1 | / | 0.4
COC(C[C@@H](O)[C@@H](C)[C@H](O)COCc1ccccc1)OC | 2 | -1 | 2 | -0.2 | -2 | 0.2 | 3 | -0.2
CC/C(C)=C1/NC(=O)NC1=O | 0 | -22 | 5 | 0.4 | -1 | 0.2 | ? | 0.2
O=C(NCc1cccnc1)c1ccc(COc2ccccc2Cl)cc1 | -13 | -8 | / | 1.0 | / | 0.2 | -4 | -0.1
COC(CNC(=O)C(=O)Nc1ccc2c(c1)N(S(=O)(=O)c1cccs1)CCC2)OC | -9 | 0 | -4 | 3.4 | -1 | 0.3 | -4 | -0.2
CCS(=O)(=O)N1CCC(C(=O)NCCc2ccc(OC)c(OC)c2)CC1 | 28 | -12 | 2 | -0.2 | -1 | / | -7 | /
Cc1noc(C)c1NC(=O)Nc1cccc2c1O[C@@H](CN(C)Cc1ccc(C(=O)O)cc1)[C@@H](C)CN([C@H](C)CO)C2=O | -23 | -12 | 3 | -1.5 | -3 | 0.7 | 10 | /
CCCn1nc(C(=O)NNC(=O)c2cccc(S(=O)(=O)NC(C)C)c2)c2ccccc2c1=O | 1 | -17 | -3 | 3.3 | 2 | -0.1 | -6 | 0.4
C=CCSc1nc2c(c(=O)n(C)c(=O)n2C)n1CC | / | -8 | -8 | -0.6 | -1 | / | 0 | /
CC(Oc1ccc(C#N)cc1)C(=O)Nc1ccc(-n2cnnn2)cc1 (configuration not stated) | 21 | 12 | 7 | -1.4 | 6 | 0.0 | 8 | /
N#Cc1ccc(N2Cc3ccccc3C2=NC(=O)c2cccnc2Cl)cc1 | / | -23 | -7 | / | -4 | 0.0 | 13 | /
Cc1cc(NC(=O)c2cccc(S(=O)(=O)N3c4ccccc4CC3C)c2)no1 (configuration not stated) | -7 | -12 | -6 | 1.3 | 3 | 0.1 | ? | 0.1
Cc1cc(C(=O)O[C@H]2[C@H](Cc3ccccc3)NS(=O)(=O)[C@H]3C[C@@H]4C=C[C@]23O4)ccc1[N+](=O)[O-] | -12 | -59 | 11 | 2.5 | 2 | 0.0 | -7 | /
Cc1onc(-c2ccccc2Cl)c1C(=O)NNC(=O)C1CCN(Cc2ccccc2)CC1 | -4 | -5 | / | 0.2 | 2 | 0.0 | -3 | -0.1
CCC(=O)Nc1ccc2c(c1)OC[C@H](C)N(C(=O)CN1CCOCC1)C[C@H](C)[C@H](OC)CN(C)C2=O | 4 | 11 | -2 | / | 0 | 0.5 | 3 | -0.2
C[C@@H]1CN([C@@H](C)CO)S(=O)(=O)c2ccc(C#C[C@@H](C)O)cc2O[C@H]1CN(C)C(=O)Nc1ccccc1 | -3 | -9 | 3 | -1.7 | -2 | -1.2 | 5 | -0.3
Cc1cc(NC(=O)CSc2nc3c(cc2C#N)CCC3)no1 | -1 | -4 | 0 | -1.0 | -7 | 0.0 | 4 | /
COc1ccc(C2CCCCCN2C(=O)C2CCN(S(=O)(=O)c3ccc(C)cc3)CC2)cc1 (configuration not stated) | -14 | -4 | -4 | 0.8 | 0 | 0.2 | -4 | 0.0
CCC(C)(O)c1[nH]c2ccc(C#N)cc2c1C (configuration not stated) | -3 | -4 | -4 | -4.4 | 1 | 0.0 | -21 | 0.0
CC(C)(C)S(=O)N1Cc2cc(C(=O)Nc3ccc(-c4ccccc4)cc3)nc(-c3cccc(-c4cc5ccccc5o4)c3)c2[C@@H]1CCO (some centres not stated) | 5 | -34 | -5 | -3.7 | 2 | 0.0 | -3 | 2.8
CN1C(C(=O)Nc2ccccn2)=C(O)c2ccccc2S1(=O)=O | 6 | -33 | 6 | -0.2 | 7 | -0.2 | ? | 0.0
CO[C@@H]1CN(C)C(=O)c2cc(NC(=O)C3CCCC3)ccc2OC[C@H](C)NC[C@@H]1C | 9 | -9 | -8 | -2.0 | -1 | 0.2 | -8 | 0.1
C[C@@H]1CN([C@H](C)CO)C(=O)c2cc(NS(=O)(=O)c3ccc(F)cc3)ccc2O[C@@H]1CN(C)C(=O)NC1CCCCC1 | 10 | -1 | 9 | -1.0 | 4 | 0.0 | 2 | 16
COC(=O)[C@H]1[C@@H](C)N(Cc2ccccc2)C(=O)N[C@H]1c1ccccc1 | -8 | 1 | 5 | -0.9 | -1 | 0.3 | 0 | 0.3
COc1ccccc1CNC(=O)c1cccc(S(=O)(=O)N(C)c2ccccc2)c1 | / | -19 | -5 | 2.5 | 3 | 1.5 | -6 | -0.5
C[C@H](CO)N1C[C@H](C)[C@@H](CN(C)C(=O)NC2CCCCC2)Oc2ncc(/C=C/c3ccccc3)cc2C1=O | -35 | 8 | 4 | -1.3 | 4 | -0.8 | 7 | 0.4
CO[C@H]1CN(C)C(=O)c2ccc(NC(=O)c3ccc(F)cc3)cc2OC[C@H](C)N(C(=O)c2ccc(F)cc2)C[C@H]1C | -15 | -2 | -5 | 2.1 | -2 | 0.2 | -9 | -0.3
COc1ccc(C(C(=O)NC(C)(C)C)N(C(=O)CNC(=O)c2cccs2)c2cccnc2)cc1OC (configuration not stated) | 1 | -11 | -3 | 3.0 | 2 | 0.0 | -6 | -0.1
COc1ccccc1-c1ccc([C@@H]2[C@@H](C#N)N(C(=O)c3cccc(F)c3)[C@@H]2CO)cc1 | -5 | -28 | -5 | -0.2 | 2 | 0.7 | 13 | 0.1
O=C(Cn1cnc2c(nnn2Cc2ccccc2F)c1=O)N1CCN(c2ccccc2)CC1 | -14 | 3 | 0 | 1.1 | 2 | / | 2 | /
CN(C)CC(=O)N1[C@H](C#N)[C@H](c2ccccc2-c2cccc(C(=O)N(C)C)c2)[C@H]1CO | 0 | -3 | / | -1.1 | 3 | 0.0 | -12 | -0.1

High-throughput results (PubChem BioAssay)
